AID inhibitor: blocks human AID cytidine deaminase activity. Q9GZX7. AID deamination FRET fluorescence, UDG-coupled, 4 h. Potency, µM (top dose mostly 115 µM), inactives show at the highest dose activity change, negative = inhibition, most hits filed as inhibitors. actives 0.32% (n = 91,000). AID 1347428; further: nearly all actives have a fitted effect of over 25% in size
Target sequence (Q9GZX7 whole entry, looked up): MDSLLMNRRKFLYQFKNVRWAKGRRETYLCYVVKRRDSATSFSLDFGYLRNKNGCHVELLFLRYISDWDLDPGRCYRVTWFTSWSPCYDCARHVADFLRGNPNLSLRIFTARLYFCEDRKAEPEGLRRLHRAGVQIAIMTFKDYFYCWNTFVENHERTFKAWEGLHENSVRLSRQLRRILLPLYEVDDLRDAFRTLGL
UDG counter: blocks uracil-DNA glycosylase in AID counter-screen; actives 0.14% (n = 91,000); AID 1347430; Potency, µM (highest dose often 115 µM), inactives show at the top dose activity change, negative = inhibition, actives largely listed as inhibitors; FRET deamination/UDG coupled assay, UDG read, 4 h; further: nearly all actives have a fitted effect of over 65% in size
* marks the source's active call; other numbers are inactive results; ? = inconclusive; [ ] = remark or other dose. The call rests on the fitted dose curve; in most records, active means well fitted curve in the direction sought with a large enough effect; inconclusive means small, poorly fitted or top-dose-only effect, or another doubt; inactive means no such curve, though single readings can be large; an effect the other way counts as inactive or inconclusive. On the % scale 0 is the no-effect control and ±100 the full control effect; potency means the concentration at half of the fitted maximal effect. Some of the compounds tested, so the mix of outcomes need not match the whole.

SMILES | AID inhibitor | UDG counter
CC(C)c1ccc(C(=O)N2CCN(C/C=C/c3ccccc3)CC2)cc1 | -5% | -2%
CC(C)COC(=O)C(C)Oc1ccc2c(=O)c(-c3ccccc3)coc2c1 (configuration not stated) | 7% | -5%
CCc1ccc(Nc2c3c(nc4ccccc24)CCCC3)cc1 | ? | -16%
Cc1ccc2[nH]c3c(=O)n(CC(=O)N4CCCCC4)ncc3c2c1 | 6% | 0%
CCOc1ccc(NC(=O)c2c(-n3cnnn3)sc(C)c2C)cc1 | -1% | -4%
COc1cc(OC)cc(C(=O)/C(=C/c2ccccn2)c2nc3ccccc3o2)c1 | -19% | -4%
CCC(CC)C(=O)Nc1ccc(N(C)C)cc1 | 6% | -11%
O=C(NCc1cc2ccccc2[nH]1)c1cn[nH]n1 | 51%[activator] | 3%
O=C(O)C(c1c[nH]c2ccc(CO)cc12)N1CCN(CCNc2cc(=O)oc3ccccc23)CC1 (configuration not stated) | 7% | -1%
COc1ccc(-c2noc(CC(=O)Nc3ccc(F)cc3F)n2)cc1 | 6% | -9%
COc1ccc(NC(=O)c2csc3c2CCCCC3)cc1 | 9% | -9%
CCCCOc1cccc(C(=O)Nc2ccc(OCCC)c3ncccc23)c1 | -3% | -3%
COc1ccc(CNC(=O)Cn2cccc2C(=O)c2ccccc2C)cc1 | -1% | 1%
Cc1ccc2oc(-c3ccc(Cl)cc3Cl)cc(=O)c2c1 | -4% | 5%
Cc1cccc(CCNC(=O)CCc2c(C)nc3c(c(C)nn3-c3ccccc3)c2C)c1 | 20% | -9%[57.5 µM]
O=C(CCNS(=O)(=O)/C=C/c1ccccc1)Nc1ccc(Cl)cc1Cl | 1% | -1%
Cc1ccc(SCCC(=O)NNC(=O)c2ccncc2)cc1 | -4% | 2%
CCOC(=O)N1CCN(C(=O)c2c(C)nn(-c3cccc(C)c3)c2-n2cccc2)CC1 | -13% | 31%[activator]
O=C(NCCC1=CCCCC1)c1ccc2c(c1)N(Cc1ccccc1F)C(=O)c1ccccc1S2(=O)=O | ? | -15%
COc1ccc(Cn2c(CCC(=O)Nc3ccc(C)cc3)nc3cccnc32)cc1 | -4% | -7%
CCOc1cc(/C=C2/NC(=O)NC2=O)cc(Cl)c1O | 3% | 7%
CCS(=O)(=O)N1CC(=O)N(c2ccc(Cl)cc2)C(C)(C(=O)NC2CCCCCC2)C1 (configuration not stated) | 3% | 9%
Cc1ccc(S(=O)(=O)N2CCC(C(=O)Nc3ccc(C)c(Cl)c3)CC2)cc1 | -17% | -14%
Cc1cccc(NC(=O)CSc2ncc3c(n2)-c2ccccc2N(Cc2ccc(F)cc2)S3(=O)=O)c1C | 28% | 5%
O=C(CSc1nc2c([nH]c3ccccc32)c(=O)n1-c1ccccc1)Nc1ccccc1C(F)(F)F | ? | -8%[57.5 µM]
O=C(Cn1c(=O)n(Cc2ccc(F)cc2)c(=O)c2sc3ccccc3c21)NCc1ccccc1Cl | 52%[activator] | 12%
Cc1ccc2nc(C(=O)N3CCN(c4ccccc4F)CC3)cn2c1 | -11% | -19%
CCOCCCn1c(=N)c(C(=O)NC(C)c2ccccc2)cc2c(=O)n3cc(C)ccc3nc21 (configuration not stated) | 64%[activator] | 0%
Cn1nc(-c2ccccc2F)c2cc(C(=O)NCc3ccc(Cl)cc3)sc21 | -3% | -4%
CCOC(=O)c1ccc(NC(=S)NCCNC(C)=O)cc1 | 1% | -3%
COc1ccc(CNc2n[nH]c(-c3ccco3)n2)cc1OC | -1% | -3%
Cc1cc(F)ccc1NC(=O)c1ccn(Cn2nnc(-c3ccccc3)n2)n1 | -4% | 2%
CCc1ccc(S(=O)(=O)c2c[nH]c3cc(OC)c(OC)cc3c2=O)cc1 | 22% | -12%
CCN(CC)CCNC(=O)Cn1ncc2c3ccccc3n(Cc3ccccc3C)c2c1=O | 2% | -17%[57.5 µM]
Cc1ccc(C(=O)N/N=C/c2cccc(C)c2)cc1 | -4% | -1%
O=C(COc1ccc(Cl)cc1)NCCc1csc(-c2cccc(F)c2)n1 | -13% | 2%
CCC(=O)N1CCc2cc(Br)cc(S(=O)(=O)N3CCCC(C(=O)Nc4ccc(CC)cc4)C3)c21 (configuration not stated) | -13% | -11%
CCOc1ccccc1CNC(=O)C1CCN(c2nnc(C)c3c(C)n(-c4ccc(C)cc4)nc23)CC1 | 3% | 1%
O/N=C1\CCCOc2ccc(Br)cc21 | 1% | 3%
Cc1cccc(C)c1NC(=O)Cn1nnc(S(=O)(=O)c2ccccc2)c1N | -1% | -6%
Cc1cccc(NC(=O)CSc2nc3n[nH]c(C)c3c(=N)n2-c2cccc(Cl)c2)c1 | 10% | -5%[57.5 µM]
CCC1(C)CC(=O)OC(=O)C1 | -2% | 0%
CCOc1ccc(NC(=O)NCCN2CCN(c3cccc(C)c3C)CC2)cc1 | -7% | -15%
Cc1ccc(CN2CCN(C3CCN(C(=O)Nc4ccc(C)cc4Cl)CC3)C(=O)C2=O)cc1 | 0% | -21%[57.5 µM]
O=C(O)c1nccnc1C(=O)O | -2% | 3%
CCCN1C(=O)c2[nH]nc(-c3cccc(OC)c3)c2C1c1ccccn1 (configuration not stated) | -17% | -3%
O=C(COc1ccccc1)Nc1nnc(SCc2cc(=O)n3cc(Cl)ccc3n2)s1 | 3% | 12%
COc1ccccc1NC1(c2nnnn2-c2cccc(C)c2)CCC(C)CC1 (configuration not stated) | -10% | -3%
O=C(O)CSc1ccc(Cl)cc1 | 2% | 5%
O=C(OCc1cc(Cl)c2c(c1)OCCCO2)C12CC3CC(CC(Cl)(C3)C1)C2 | -6% | -5%
Cc1ccc(Cn2c(CCNC(=O)C(C)C)nc3ccccc32)cc1 | -8% | -5%[57.5 µM]
Cc1ccc(NCCC(=O)c2cc3ccccc3o2)cc1Cl | -8% | 3%
O/N=C/c1ccc(OCc2c(Cl)cccc2Cl)cc1 | -5% | 12%
COc1ccccc1OCC(=O)Nc1c(C(=O)c2ccc(F)cc2)oc2ccccc12 | -26% | -2%
CC(=O)Nc1c(C)nn(-c2ccccc2)c1N1CCC(C(=O)Nc2ccc(F)cc2Cl)CC1 | 3% | -5%
OCCCNC(=S)NCCc1ccccc1 | 55%[activator] | -2%
CCCOc1ccc(C(=O)Nc2ccc3oc(-c4cccnc4)nc3c2)cc1 | 5% | -4%
COc1ccc(S(=O)(=O)Oc2ccc3oc(=O)c(-c4ccc(OC)c(OC)c4)c(C)c3c2)cc1 | -1% | -3%
CCCCNC(=O)CCCN1C(=O)CCn2nc(-c3cccn3C)cc21 | 43%[activator] | 33%[activator]
Cc1c(-c2ccccc2)oc2c(C(=O)OCC(=O)NC(=O)NC3CCCC3)cccc2c1=O | -13% | 11%
Continuation.
SMILES | AID inhibitor | UDG counter
N#Cc1ccccc1OCC(=O)N1CCN(c2ccccc2)CC1 | -1% | 15%
Cc1ccc(-c2cc(C(=O)NC3=NCCS3)c3ccccc3n2)cc1 | 1% | -1%
Cc1ccc2oc(-c3ccccc3)cc(=NCCCCCC(=O)O)c2c1 | 5% | -4%
CCCCOc1ccc(C(=O)Nc2ccc3oc(=O)ccc3c2)cc1 | -1% | -3%
COc1ccc(C(=O)C(C)Cl)cc1 (configuration not stated) | 2% | -3%
Cc1ccc(Cn2ccnc2SCC(=O)NCc2ccc(F)cc2)cc1 | -17% | -4%
Cc1ccc(NC(=O)c2ccc(C)c(S(=O)(=O)N3CCCCCC3)c2)cc1 | -19% | -2%
Cc1ccc(S(=O)(=O)Nc2nc3ccccc3nc2Nc2cccc(C(=O)O)c2)cc1 | -3% | 5%
CCOC(=O)c1sc(NC(=O)/C=C/c2ccc(C(C)C)cc2)c(C(=O)OCC)c1C | -10% | 0%[57.5 µM]
COc1ccccc1NC(=O)CN(c1ccc(C(C)C)cc1)S(=O)(=O)c1c(C)noc1C | ? | -22%
C=CC[N+](CC)(CC)CC#Cc1cccc(C)c1 | -4% | -4%
CC1CCCCN1C(=O)CSc1nnc(-c2cccc(Cl)c2)o1 (configuration not stated) | -17% | 2%
CCc1ccccc1S(=O)(=O)Cc1ccc(C(=O)NCc2ccc(Cl)cc2)o1 | ? | ?
CCCc1cc(=O)oc2cc(C)cc(OCC(=O)N[C@H](CO)[C@H](C)CC)c12 | 0% | 8%
Oc1ccc(/C=C/c2nc(-c3ccccc3O)n(-c3ccccc3)n2)c(O)c1 | 11% | -6%
O=Cc1cnccc1-c1ccccc1 | -6% | 8%
Oc1c(C(c2ccc(Cl)cc2)N2CCC3(CC2)OCCO3)sc2nc(-c3ccco3)nn12 (configuration not stated) | 17% | -17%[57.5 µM]
CCOC(=O)c1sc(N)c(C#N)c1COC(=O)C1CCC1 | 9% | 0%
CC(=O)c1ccc(NC(=O)c2cc(-c3ccc(Cl)c(Cl)c3)on2)cc1 | 13% | -10%
COc1ccc(NS(=O)(=O)c2ccc(NC(=O)N3CCCC3)cc2)cc1 | 5%[57.5 µM] | -2%[57.5 µM]
O=C(NCCc1ccc(Cl)cc1)c1c2c(nc3ccccc13)C(=O)N(C1CCCCC1)C2 | -5% | 26%
Clc1cc(CNCc2cccs2)cc2c1OCCCO2 | -3% | 1%
Cc1cccc(N2CCN(C(=O)CS(=O)(=O)c3cccc4nsnc34)CC2)c1C | ? | -24%
COc1ccc(CCNC(=O)c2cc(=O)c3cc(C)c(C)cc3o2)cc1OC | 22% | 7%
Cc1ccc(NC(=O)CSc2nc3ccc(NC(=O)c4cccc(Cl)c4)cc3s2)c(C)c1 | 3% | 62%[activator]
O=C(CSc1nc2ccccc2s1)Nc1c(F)cccc1F | -6% | 0%
COc1ccc(C(=O)CCC(=O)Nc2ccccc2C)cc1 | 3% | -5%
COc1ccc(-c2cc(C(=O)Oc3cccc(Br)c3)no2)cc1 | 0% | 4%
CN1/C(=C/C(=O)CSC(=S)N2CCCC2)C(C)(C)c2ccccc21 | 2% | -2%
CCOc1ccc(C(=O)NCCc2sc3nc(-c4ccc(Cl)cc4)nn3c2C)cc1OCC | 4% | -3%
CC1CN(C(=O)N2CCC(C(=O)NC3CCCCCC3)CC2)c2ccccc2O1 (configuration not stated) | -18% | 3%
O=c1c2cnc(N3CCc4ccccc4C3)nc2ccn1-c1cc(Cl)cc(Cl)c1 | -1% | -12%
COc1cc(NC(=O)NCCc2c(C)nn(C)c2C)cc(OC)c1OC | -8% | ?
CCOC(=O)Cn1nc(N2CCN(c3ccc(F)cc3)CC2)ccc1=O | -4% | -5%
Cc1cc(F)ccc1NC(=O)CCS(=O)(=O)c1cccc2nsnc12 | ? | -3%
Nc1ccc([N+](=O)[O-])cc1Br | -3% | -1%
CN(C)CCN(C(=O)c1ccco1)c1nc2c(F)cc(F)cc2s1 | 18% | -8%[57.5 µM]
CCCOC(=O)c1ccc(Oc2coc3cc(OC(=O)c4ccc5c(c4)OCO5)ccc3c2=O)cc1 | -17% | -9%
CCC(=O)N1CCc2cc(S(=O)(=O)CCC(=O)N3CCN(c4ccc(C(C)=O)cc4)CC3)ccc21 | 1% | -5%
Cc1ccc2nc(Cl)c3cc(C(=O)NC4CCCCC4)sc3c2c1 | -1% | -3%
N#C/C(=C\c1cn(-c2ccccc2)nc1-c1cccs1)S(=O)(=O)c1ccccc1 | 0% | 5%
CCC(=O)N1CCc2cc(Br)cc(S(=O)(=O)N3CCN(c4ccccc4)CC3)c21 | 39%[activator] | -7%
Cc1cccc(N(CC(=O)NC(C)c2ccccc2)S(=O)(=O)c2ccccc2)c1C (configuration not stated) | ? | -10%
Cc1cccc(NC(=O)c2c(NC(=O)c3ccccc3)sc3c2CCCC3)c1 | 2% | -11%
O=C(NCc1cccc(C(F)(F)F)c1)c1ccc(CN2CCCCC2)cc1 | -1% | 3%

Profiles, quoted from the list. Order of screens: AID inhibitor, UDG counter
Results for CCC(=O)N1CCc2cc(Br)cc(S(=O)(=O)N3CCN(c4ccccc4)CC3)c21 → 39%[activator], -7%
Results for CCC(=O)N1CCc2cc(S(=O)(=O)CCC(=O)N3CCN(c4ccc(C(C)=O)cc4)CC3)ccc21 → 1%, -5%
Results for CC1CN(C(=O)N2CCC(C(=O)NC3CCCCCC3)CC2)c2ccccc2O1 (configuration not stated) → -18%, 3%
Results for COc1cc(NC(=O)NCCc2c(C)nn(C)c2C)cc(OC)c1OC → -8%, ?
Results for CN(C)CCN(C(=O)c1ccco1)c1nc2c(F)cc(F)cc2s1 → 18%, -8%[57.5 µM]

Further structures follow:
SMILES | AID inhibitor | UDG counter
Cc1cccc(CNC(=O)c2cccc(NC(=O)N3CCSc4ncccc43)c2)c1 | -4% | 8%
O=C(c1cc2ccccc2oc1=O)N1CCSC1c1ccccc1Cl (configuration not stated) | -5% | 8%
COCCn1c(C)cc(O)c(C(c2ccccc2)N2CCN(C)CC2)c1=O (configuration not stated) | 6% | -11%
Cc1ccc(NS(=O)(=O)c2cc(-c3cnc(C4CC4)o3)ccc2C)cc1Cl | -5% | 0%
O=C(NCc1ccc(F)cc1)C1CCN(C(=O)c2cnn(-c3ccccc3)c2-n2cccc2)CC1 | 13% | 4%
Cc1ccc(-c2ccc(=O)n(CC(=O)Nc3ccc(F)c(Cl)c3)n2)cc1C | 5% | 8%
CC(C)Cn1nc(C(=O)Nc2nc3c(s2)CN(C)CC3)c2ccccc2c1=O | 11% | 5%
Cc1ccc(-c2cc(C(=O)O)c3cccc(C)c3n2)cc1C | -20% | -4%

Exported as labelled records: 3 of the compounds above
> O=C(c1cc2ccccc2oc1=O)N1CCSC1c1ccccc1Cl (configuration not stated)
  AID inhibitor = -5%; UDG counter = 8%

> COCCn1c(C)cc(O)c(C(c2ccccc2)N2CCN(C)CC2)c1=O (configuration not stated)
  AID inhibitor = 6%; UDG counter = -11%

> Cc1ccc(NS(=O)(=O)c2cc(-c3cnc(C4CC4)o3)ccc2C)cc1Cl
  AID inhibitor = -5%; UDG counter = 0%

High-throughput results deposited in PubChem BioAssay by National Center for Advancing Translational Sciences (NCATS).
